ATXN viability = reduces viability in counter-screen for ATXN expression inhibitors | S2 cells (HEK-293 line with an ATXN2-luciferase reporter) viability, CellTiter-Fluor protease fluorescence, 24 h | Potency, µM (highest dose often 56.7 µM), hits mostly cytotoxic | 400,000 compounds, 0.49% hits | AID 651635; also: potency is read from the fitted curve at half-maximal effect; nearly all actives have a fitted effect of over 40% in size
KB-V1 MDR tox = KB-V1 MDR subline cytotoxicity | KB-V1 MDR cells viability, CellTiter-Glo, 72 h | Potency, µM (titrated, usually from 46.1 µM), for the others: at the highest dose activity change, negative = cytotoxicity, most hits filed as cytotoxic | 400,000 compounds, 3.4% hits | AID 1347076; also: potency is read from the fitted curve at half-maximal effect; % is scaled to controls: 0 for no effect and ±100 for the full control effect; nearly all actives have a fitted effect of over 60% in size
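Compound-treated KB-V1 multidrug-resistant cells, 72 h, 37 degrees C; viability by CellTiter-Glo. Fitted qHTS curves give the values.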
SW480 rerep = inducers of DNA re-replication in SW480 colon cancer cells; SW480 DNA re-replication, Hoechst DNA content imaging, 48 h; Potency, µM (top dose mostly 46.1 µM), for inactives: at the highest dose re-replication activation, usual class: activators; 340,000 compounds, 1.8% hits; also: potency is read from the fitted curve at half-maximal effect; % of control where 0% means no effect; nearly all actives have a fitted effect of over 55% in size
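Treated cells incubate 48 hr (37 C, 5% CO2), are stained 40 min with Hoechst, and nuclear fluorescence is enumerated; a rise in nuclei with high DNA signal marks re-replication.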
HT1080 IDH1KD tx = toxicity to HT-1080 IDH1 knockdown cells (counter line) | 360,000 compounds, 2% hits | HT-1080 IDH1 knockdown viability, ATP luminescence, 48 h | AID 686971 | Potency, µM (titrated, usually from 46.1 µM), without a hit: at the top dose activity, negative = toxicity, usual class: cytotoxic;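 also: potency is read from the fitted curve at half-maximal effect; 0% = DMSO wells and -100% = cell-free medium wells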
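% activity derives from luminescence (CellTiter-Glo), normalised to DMSO and no-cell wells. HT-1080-IDH1KD cells, 750/well, had 48 h compound exposure at 37 °C.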
MCF10A rerep = inducers of DNA re-replication in MCF 10A breast cells. Potency, µM (series often up to 46.1 µM), inactives show at the highest dose activity, positive = re-replication, actives largely listed as activators. MCF 10A DNA re-replication, Hoechst nuclear intensity, 48 h. 350,000 compounds, 2.9% hits; also: potency is read from the fitted curve at half-maximal effect; % of control where 0% means no effect; nearly all actives have a fitted effect of over 50% in size
ATXN2 expr inh = reduces ATXN2 reporter expression in HEK-293 cells | HEK-293 ATXN2-luciferase reporter, luminescence, 24 h | Potency, µM (top dose mostly 57 µM), inactives show at the highest dose activity change, negative = inhibition, usual class: inhibitors | 360,000 compounds, 0.72% hits; also: potency is read from the fitted curve at half-maximal effect; % is scaled to controls: 0 for no effect and ±100 for the full control effect; nearly all actives have a fitted effect of over 55% in size
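qHTS (up to 57 uM final) was run with 24 h compound exposure of reporter cells at 37 °C. Each well was multiplexed: SteadyGlo luminescence measured ATXN2-luciferase expression after a fluorogenic Gly-Phe-AFC viability readout (25 uM final).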
KB-3-1 tox = KB-3-1 parental cell cytotoxicity | KB-3-1 viability, CellTiter-Glo ATP luminescence, 72 h | Potency, µM (titrated, usually from 46.1 µM), for the others: top-dose activity change, negative = cytotoxic, hits mostly cytotoxic | 400,000 compounds, 1.4% hits; also: potency is read from the fitted curve at half-maximal effect; % is scaled to controls: 0 for no effect and ±100 for the full control effect; nearly all actives have a fitted effect of over 60% in size
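Cytotoxicity measured as CellTiter-Glo luminescence after 72 h at 37 C. Compound titrations were pinned onto drug-naive KB-3-1 parental adenocarcinoma cells grown in DMEM with 10% FBS, and normalized data fitted to concentration-response curves.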
HT1080-NT tox = kills 2HG-producing HT-1080-NT fibrosarcoma cells; HT-1080-NT fibrosarcoma viability, CellTiter-Glo ATP luminescence, 48 h; Potency, µM (top dose mostly 46.1 µM), inactives show top-dose activity, negative = less viability, actives largely listed as cytotoxic; 360,000 compounds, 1.6% hits;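 also: NT is the 2HG producing partner of a matched IDH1 knockdown line; potency is read from the fitted curve at half-maximal effect; 0% = DMSO-treated cells and -100% = media-only wells without cells; nearly all actives have a fitted effect of over 55% in size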
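Viability by CellTiter-Glo luminescence after 48 h compound exposure at 37C of HT-1080-NT cells (750/well, RPMI, 5% FBS). % activity scaled between DMSO wells and medium-only wells, then curve-fitted and categorized by curve class.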
IL-1B inflam inh = inhibitors of inflammasome signaling (IL-1 beta secretion) | THP-1 LPS/ATP IL-1B secretion, AlphaLISA, 16 h; hits give low values | activity change, % at 57.5 µM | 360,000 compounds, 4.7% hits; in the data active = activity change below about -50%; inconclusive = mostly about -30% to -49%; also: % is scaled to controls: 0 for no effect and ±100 for the full control effect
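THP-1 cells pretreated 1 hr with compounds (up to 57.5 uM final), then stimulated with LPS (250 ng/mL final) plus ATP (1.25 mM final); secreted IL-1B measured by AlphaLISA after 16 hr, decreased signal indicating inhibition.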
Starred values were filed as active, the others as inactive; i = inactive; ? = inconclusive; · = no result given; [ ] = dose if it differs, or a comment. Unless noted, calls follow the shape of the dose curve; as a rule, active = well fitted curve in the direction sought with a large enough effect; inconclusive = small, poorly fitted or top-dose-only effect, or another doubt; inactive = no such curve, though single readings can be large; an effect the other way counts as inactive or inconclusive. No enrichment for hits (roughly 11% active in at least one column).

SMILES	ATXN viability	KB-V1 MDR tox	SW480 rerep	HT1080 IDH1KD tx	MCF10A rerep	ATXN2 expr inh	KB-3-1 tox	HT1080-NT tox	IL-1B inflam inh
OC(CSc1ccccc1)CN1CCN(c2ccc(Cl)cc2)CC1 (stereo not drawn)	i	-10%	?	1%	12%	-21%	2%	-9%	?
COc1ccc(-n2cnc3sc(-c4ccccc4)cc3c2=O)cc1	?	-28%	15%	11%	-7%	42%[activator]	3%	-1%	-5
CC(C)N(C(=O)c1cc2c(Cl)nc3ccccc3c2s1)C1CCCCC1	i	0%	·	·	·	9%	22%	·	·
Cc1cc(C)c(NC(=O)CN2C(=O)c3cccnc3Sc3ccccc32)c(C)c1	i	-1%	·	·	·	33%[activator]	2%	·	·
O=C(CN(Cc1ccccc1Cl)C(=O)CNS(=O)(=O)c1ccc(F)cc1)NCC1CCCO1 (stereo not drawn)	i	0%	5%	-1%	-1%	-3%	0%	2%	-9
O=C(CC(=O)N/N=C/c1ccccc1)NCc1ccccc1	i	?	-7%	6%	-12%	3%	7%	0%	10
CC12CCC(=O)N1C(C(=O)OCC(=O)Nc1cccc(Br)c1)CS2 (stereo not drawn)	i	0%	?	?	-22%	-17%	-6%	2%	-19
O=C1C2C3C=CC(C3)C2C(=O)N1CCCCN1C(=O)C2C3C=CC(C3)C2C1=O (stereo not drawn)	i	11%	-3%[9.22 µM]	13%	?	-3%	3%	17%	17
CC1CCCC(C)N1/N=C/c1ccc(O)c(O)c1 (stereo not drawn)	?	-24%	-1%	1%	1%	·	7%	-11%	52
CCOc1ccccc1NC(=O)COC(=O)c1ccc2ccccc2n1	i	-14%	?	-6%	15%	-4%	-3%	2%	0
CN1OC[C@@H]2CN[C@H](c3cccc(N4CCOCC4)c3)C[C@@H]21	i	-5%	·	14%	·	0%	8%	5%	-7
O=C(Nc1ccc(OC(F)(F)F)cc1)c1cc2c(=O)n3ccccc3nc2s1	i	20%	·	·	·	-14%	7%	·	·
CC(C)NS(=O)(=O)c1ccc(N2C(=O)c3ccccc3C2=O)cc1	i	-5%	?	-21%	-5%	1%	0%	-12%	-2
COc1cccc(/C=C/c2onc(C)c2S(=O)(=O)N2CCC(C(=O)NC3CCCCCC3)CC2)c1	i	-3%	-2%	20%	2%	2%	-5%	23%	0
C1=CC2CC1CC2CNCc1ccco1 (stereo not drawn)	i	6%	1%	11%	-9%	-2%	10%	14%	0
CN(CC(=O)Nc1ccccc1Cl)C(=O)CCNC(=O)Nc1ccccc1	i	0%	-13%	5%	-4%	6%	10%	-6%	22
COCCOC(=O)N1CCCCC1c1cc(C(=O)Nc2cccc3c2CCCC3)no1 (stereo not drawn)	i	-7%	·	9%	·	-11%	-1%	?	40
COc1ccc(C2/C=C\CN(C(=O)c3ccc(C)cc3)[C@H](Cc3ccccc3)C(=O)N2Cc2ccc(F)cc2)cc1 (stereo partly drawn)	?	?	1%	-18%	?	-15%	12µM*	-7%	27
Cc1ccc(-n2nc3c([n+]2[O-])CCc2nonc2-3)cc1	i	-12%	-5%	11%	-2%	-3%	13%	14%	-11
CCOc1ccccc1CN1CCNC(=O)C1CC(=O)NCc1cc(C)n(C)n1 (stereo not drawn)	i	10%	21%	22%	1%	11%	12%	3%	-10
COc1cc(NC(=O)CN(c2ccc(C)cc2)S(=O)(=O)c2c(C)noc2C)cc(OC)c1	i	?	?	-23%	?	-13%	?	-14%	?
Brc1ccc(C2NCCS2)cc1 (stereo not drawn)	i	?	10%[1.84 µM]	1%	2%	5%	-5%	15%	-13
C=CC[C@@H](CC(=O)NCCO)C(=O)NC[C@H](OC(=O)[C@@H](CC=C)Cc1ccc(F)cc1)c1ccccc1	i	?	-10%	-11%	-3%	-25%	6%	-29%	-15
COc1cc(NC(=O)CN(c2ccc(C)cc2)S(=O)(=O)c2cccc3nonc23)cc(OC)c1	i	-26%	·	·	·	9%	0%	·	·
O=C(CN1C(=O)NC2(CCCCCCC2)C1=O)NC(=O)NCc1ccco1	i	17%	-2%	-1%	2%	1%	3%	-17%	36
O=C(Cc1cccs1)NCC1CCCO1 (stereo not drawn)	i	4%	-3%	-14%	-8%	?	-1%	-8%	7
CCOc1ccc(-c2nc(-c3ccccc3)c(-c3ccccc3)[nH]2)cc1OCC	i	-9%	·	·	·	6%	-4%	·	·
COC(=O)CC/C(O)=C1\C(=O)CC(C)(C)CC1=Nc1ccccc1OC	i	?	8%	?	-3%	-13%	?	-17%	8
COc1ccc(N2CC(C(=O)Nc3cccc(C)n3)CC2=O)cc1 (stereo not drawn)	i	0%	4%	5%	0%	·	11%	6%	-6
CCCC1(CCC)NC(=O)N(CC(=O)Nc2cccc(OC)c2)C1=O	i	-6%	0%	-1%	-1%	-14%	-9%	-4%	-2
O=S(=O)(Nc1ccc(Cc2ccncc2)cc1)N1CCCC1	i	?	-4%	6%	-1%	-4%	1%	6%	13
Oc1cccc(C(Nc2ccccn2)c2ccc3cccnc3c2O)c1Cl (stereo not drawn)	?	?	·	·	·	8.9µM*	?	·	·
Cc1cccc(C)c1N/C=C/c1onc(C)c1[N+](=O)[O-]	i	0%	-8%	2%	-13%	-8%	12%	-5%	29
CCCC(=O)Nc1ccc2nc(SCc3ccc(C)cc3)sc2c1	i	0%	·	·	·	5%	1%	·	·
COc1ccc(-c2nc(C(N)=O)c3c(n2)n(-c2ccccc2OC)c(=O)n3C)c(OC)c1	?	-23%	·	·	·	-1%	10%	·	·
COc1cc(/C=C/C(=O)OCC(=O)N2CCC(C)CC2)ccc1O	i	-5%	0%	-19%	17%	-7%	-1%	-13%	0
O=C(C1Cc2ccccc2CN1C(=O)c1ccco1)N1CCN(c2ccccc2)CC1 (stereo not drawn)	i	-3%	1%	0%	8%	0%	12%	-4%[9.24 µM]	-5
C[C@H](CO)N1C[C@H](C)[C@@H](CN(C)Cc2ccc(-c3ccccc3)cc2)Oc2c(NS(=O)(=O)c3cn(C)cn3)cccc2C1=O	i	14%	1%	5%	-8%	2%	13%	-19%	20
c1ccc2c(c1)COc1c3ncccc3nn1-2	i	-8%	·	-2%	·	8%	-2%	-16%	?
O=C(O)C1CCCCC1C(=O)Nc1ccc(OCc2ccccc2)cc1 (stereo not drawn)	i	-2%	2%	-14%	?	11%	-2%	-2%	28

Limited to KB-V1 MDR tox, SW480 rerep and ATXN viability, for some of the entries so far:
| smiles | KB-V1 MDR tox | SW480 rerep | ATXN viability |
| --- | --- | --- | --- |
| O=S(=O)(Nc1ccc(Cc2ccncc2)cc1)N1CCCC1 | ? | -4% | i |
| C[C@H](CO)N1C[C@H](C)[C@@H](CN(C)Cc2ccc(-c3ccccc3)cc2)Oc2c(NS(=O)(=O)c3cn(C)cn3)cccc2C1=O | 14% | 1% | i |
| COc1cc(/C=C/C(=O)OCC(=O)N2CCC(C)CC2)ccc1O | -5% | 0% | i |

The listing continues.
SMILES	ATXN viability	KB-V1 MDR tox	SW480 rerep	HT1080 IDH1KD tx	MCF10A rerep	ATXN2 expr inh	KB-3-1 tox	HT1080-NT tox	IL-1B inflam inh
Cc1ccc2c(CC(=O)Nc3cccc(Cl)c3C)coc2c1	i	9%	·	·	·	15%	-3%	·	·
c1ccc(COC(CN2CCCCCC2)CN2CCCCCC2)cc1	?	?	181%	-7%	6%	·	0%	-5%	-19
COCCNC(=O)CCc1nnc2ccc(N3CCC(C)CC3)nn12	i	0%	-5%	1%	-7%	1%	17%	0%	-7
O=C(CC(=O)NN=C1CCCCCC1)NCc1cccnc1	i	0%	-35%[inhibitor]	7%	5%[9.22 µM]	-13%	-2%	9%	19
O=C(NC1CCCCC1)N(Cc1nc2ccccc2c(=O)[nH]1)C1CCCCC1	i	-1%	-3%	10%	13%	21%	-23%	-4%	-9
CCCNC(=O)C1(C)CCCN(Cc2ccccc2F)C1 (stereo not drawn)	i	20%	·	0%	·	12%	0%	7%	24
O=C(CSc1nnc(-c2ccccc2)n1Cc1ccco1)NCc1ccc2c(c1)OCO2	i	-21%	-5%	0%	21%	-12%	-3%	-1%	?
CCCCC(=O)NC(c1ccc(Cl)cc1Cl)c1ccc2cccnc2c1O (stereo not drawn)	i	?	1.2µM*	?	?	?	3.3µM*	?	179
O=C(NCc1ccncc1)c1ccc(NS(=O)(=O)c2cccc([N+](=O)[O-])c2)cc1	i	5%	3%	5%	2%	10%	2%	9%	22
COc1ccc(C(=O)O)cc1S(=O)(=O)N(CCc1ccccc1)Cc1ccccc1	i	-4%	2%	-6%	4%	-7%	-1%	-2%	-4
CCC(C)NS(=O)(=O)c1ccc(NC(C)=O)cc1 (stereo not drawn)	i	-6%	-2%	-5%	12%	0%	-1%	1%	3
CCNC(=O)/C(=C\C=C\c1ccccc1)NC(=O)c1ccc(Br)o1	i	-8%	-6%	7%	-5%	-3%	4%	1%	8
COC(=O)Nc1ccc(S(=O)(=O)NC2CCCCC2)cc1	i	-3%	10%	-16%	8%	-5%	-9%	-6%	10
CCC(=O)c1ccc(OCC(=O)NNC(=O)c2cc(C)oc2C)cc1	i	12%	1%	-4%	0%	4%	3%	-1%	19
CC1CCc2nc(NC(=O)C3CC3)sc2C1 (stereo not drawn)	i	-9%	2%	-1%	3%	46%[activator]	2%	0%	15
CC(C)CC(=O)Nc1ccccc1N1CCN(c2ccccc2)CC1	i	-11%	-11%	0%	14%	4%[11.3 µM]	?	10%	0
Cc1cccc(NC(=O)C2(C)CC3c4ccccc4C2c2ccccc23)c1 (stereo not drawn)	i	42%	-5%	-27%	?	-6%	28%	-21%	38
O=[N+]([O-])c1ccc(Cl)cc1C=NNc1ccccn1	?	-18%	0%	?	-7%	-1%	-2%	11%	21
Nc1ccccc1C(=O)Nc1cccc2ccccc12	i	16%	?	11%	?	85%[activator]	11%	10%	0
